High-throughput results from PubChem.
Xi reactivation = activators of X-chromosome reactivation in mouse fibroblasts; XiGFP mouse fibroblasts, % GFP-positive cells imaging, 3 d; cells co-treated with 5-aza-dC sensitizer; scaled so ellipticine positive control = 100%; activation, % at 7.58 µM; actives 0.055% (n = 360,000); AID 743238;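 active = mean normalized replicate activation at least 10% and every replicate at or above 10%; inconclusive = only one of the two criteria met; inactive = mean below 10% and not all replicates reach 10%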;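 also: 0% = median of on-plate neutral control wells and 100% = ellipticine 6 µM median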
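Material: XiGFP fibroblasts, SV40-immortalized; Buffer or medium: DMEM containing 5-aza-dC; Compound dosing: single point; Times: 3 days compound exposure.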
F508del corr = CFTR F508del correction in bronchial cells | CFBE cells, YFP halide quenching; stimulated with forskolin plus potentiator P3; % fluorescence drop versus neutral controls | AID 720511 | activity (quench increase), % at 7.58 µM | actives 0.36% (n = 350,000);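 active = mean added fluorescence quench of at least 8% versus neutral control, with both replicates also reaching 8%; inconclusive = only one of the mean or replicate conditions met; inactive = mean below 8% and not both replicates reaching 8%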;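 also: cells transiently co-express mutant CFTR-F508del with the halide-sensitive YFP; corrector assay measuring rescue of mutant channel to the surface after 24 h compound exposure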
RAD52 inh = inhibitors of human RAD52 DNA annealing; AID 651710; actives 0.46% (n = 360,000); recombinant RAD52 DNA annealing, FRET fluorescence; inhibition, % at 18.7 µM;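 active = every replicate showing at least 50% inhibition; inconclusive = mean inhibition at least 50% but not in every replicate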
INS-1E GSIS act = primary screen for activators of insulin secretion dependent on glucose, INS-1E cells, GLuc reporter luminescence. INS-1E GLuc reporter insulin secretion, 2-3 h. activation, % at 16.6 µM. actives 0.61% (n = 370,000). AID 743287;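 active = lowest replicate activation of at least 40%, so every replicate reaches that level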;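 also: 0% = median of neutral control wells and 100% = median of IBMX positive control wells; some compounds called inactive have numbers as strong as hits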
ERAP1 HTS inh = ERAP1 (human) enzyme inhibition; Q9NZ08; recombinant ERAP1, Leu-AMC fluorescence, 60 min; inhibition, % at 10.7 µM; actives 0.15% (n = 340,000);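 active = mean replicate inhibition of at least 30%, or all replicates individually reaching that 30% level; inactive = mean below 30% and not every replicate reaching it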;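 also: 0% = neutral control wells and 100% = L-leucinethiol positive control wells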
RAD54 branch = RAD54 (human) branch migration inhibition; inhibition, % at 10.4 µM; AID 602329; RAD54 Holliday junction branch migration, FAM/BHQ fluorescence; actives 0.14% (n = 360,000);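 active = mean normalized replicate activity at least 40 and at least half of replicates scoring 40 or more; inconclusive = only one of the two criteria met; inactive = mean below 40 and under half of replicates reaching 40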;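 also: 0% = median of neutral control wells and 100% = median of positive control wells; inhibitors cause a drop in the FAM fluorescence signal; in these data hits start at about 50%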
Target sequence (Q92698 whole entry, looked up): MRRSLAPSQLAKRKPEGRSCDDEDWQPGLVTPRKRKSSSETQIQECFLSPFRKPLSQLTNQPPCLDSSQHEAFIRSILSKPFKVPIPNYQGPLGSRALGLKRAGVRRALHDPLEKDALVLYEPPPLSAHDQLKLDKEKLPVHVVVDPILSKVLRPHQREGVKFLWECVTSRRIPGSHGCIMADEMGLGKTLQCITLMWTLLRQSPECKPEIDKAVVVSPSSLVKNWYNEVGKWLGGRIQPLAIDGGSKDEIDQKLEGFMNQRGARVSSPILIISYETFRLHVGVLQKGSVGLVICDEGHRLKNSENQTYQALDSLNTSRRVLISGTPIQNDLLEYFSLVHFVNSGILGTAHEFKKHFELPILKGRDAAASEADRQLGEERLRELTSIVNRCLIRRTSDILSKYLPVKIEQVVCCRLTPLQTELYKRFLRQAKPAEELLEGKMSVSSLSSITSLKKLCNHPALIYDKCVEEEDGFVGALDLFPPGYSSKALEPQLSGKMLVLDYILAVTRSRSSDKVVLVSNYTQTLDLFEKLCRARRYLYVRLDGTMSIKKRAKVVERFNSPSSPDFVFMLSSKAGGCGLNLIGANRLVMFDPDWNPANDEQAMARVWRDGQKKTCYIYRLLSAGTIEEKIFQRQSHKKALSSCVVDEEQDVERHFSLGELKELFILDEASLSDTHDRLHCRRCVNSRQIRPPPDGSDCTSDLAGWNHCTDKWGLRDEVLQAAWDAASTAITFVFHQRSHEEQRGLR
ARNT-TACC3 inh = ARNT/TACC3 interaction disruption. Q9Y6A5. AlphaScreen His-ARNT PAS-B/GST-TACC3 binding, luminescence; TACC3 fragment carries E629A point mutation. inhibition, % at 9.99 µM. actives 0.66% (n = 390,000). AID 623870;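 active = mean inhibition of replicates at least 50% and at least half of replicates each reaching 50%; inconclusive = half or more replicates reach 50% but mean below 50%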;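 also: 0% = complete ARNT plus TACC3 wells and 100% = ARNT alone without TACC3; many hits fall short of the cut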
esBAF inh = inhibitors of esBAF chromatin remodeling in mouse ES cells. Bmi1-luciferase knock-in reporter, 24 h; 100% = twice the neutral-well signal. reporter increase, % at 12.5 µM. actives 2% (n = 350,000); in the data active = activation above about 40%; inconclusive = no clear call, values can overlap the other calls;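 also: 0% = median of the plate's neutral control wells and 100% = double that signal; a rise in the Bmi1 reporter signal indicates esBAF inhibition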
Starred values were filed as active, the others as inactive; ? = inconclusive; . = not tested or not shown; & = joins results of further samples.

The line under a structure holds: Xi reactivation	F508del corr	RAD52 inh	INS-1E GSIS act	ERAP1 HTS inh	RAD54 branch	ARNT-TACC3 inh	esBAF inh
CN(C)c1ccc(C=NNC(=S)Nc2ccc(F)cc2)cc1
→ 0.2	1.6	-23.2	9.3	0.4	8.6	10.7	59.0*
CC(C)c1cn(CC[C@@H]2CC[C@H](NC(=O)C3CCCC3)[C@H](CO)O2)nn1
→ -0.1	0.8	11.6	3.1	0.3	-4.8	-10.6	1.5
COCCNC(=O)C[C@@H]1C[C@H]2c3cc(NS(=O)(=O)c4ccc(F)cc4)ccc3O[C@H]2[C@@H](CO)O1
→ -0.1	-0.9	.	0.5	.	-2.0	-0.2	-2.7
COc1cc(-c2cc(C(=O)Nc3cc(S(=O)(=O)N4CCOCC4)ccc3O)c3ccccc3n2)cc(OC)c1OC
→ 0.8	-3.4	-7.1	.	3.2	-6.8	-3.4	-1.8
CC(=O)N(C)C[C@H]1Oc2cc(-c3ccc(F)cc3)ccc2S(=O)(=O)N([C@H](C)CO)C[C@@H]1C
→ -1.4	-1.9	3.7	-2.6	0.4	1.7	.	-4.1
COc1ccccc1CN(C)C[C@@H]1OCc2cnnn2CCCC(=O)N([C@H](C)CO)C[C@@H]1C
→ 0.1	-0.8	-9.3	7.5	0.9	0.1	41.1	0.3
C=CCOc1ccc(C2/C(=C(\O)c3ccc4c(c3)CC(C)O4)C(=O)C(=O)N2CCN2CCOCC2)cc1OCC (configuration not stated)
→ 0.0	3.5	-1.6	18.1	-0.5	-10.8	-10.8	-6.0
Cc1cc(=O)n(Cc2ccco2)c(=S)[nH]1
→ 0.3	1.5	-10.1	-18.1	1.0	-5.6	.	.
CCNC(=O)C[C@@H]1CC[C@H]2[C@@H](COC[C@@H](O)CN2C(=O)c2ccccn2)O1
→ 0.3	-1.5	-1.3	1.2	-2.4	-5.6	-2.2	-0.9
CN(C)CC/C=C1\c2ccc(F)cc2Sc2cc(F)c(Cl)cc21
→ -0.2	-3.1	71.3*	27.7	23.8	37.9	.	-4.2
C[C@H](CO)N1C[C@H](C)[C@H](CN(C)Cc2cccnc2)Oc2cc(C#CC3CC3)ccc2S1(=O)=O
→ 0.5	1.7	5.0	-0.3	-3.0	5.5	-1.2	-0.5
Cc1ccc(-n2nc3c(c2NC(=O)c2ccco2)CS(=O)(=O)C3)cc1
→ 0.0	2.2	-2.1	-1.1	3.2	-3.3	-15.8	-1.6
N#C[C@H]1[C@H](c2ccccc2-c2ccccc2F)[C@@H](CO)N1C(=O)C1CCOCC1
→ 0.1	1.1	3.3	17.5	-0.7	.	.	.
COc1ccc(CN(C)C[C@@H]2Oc3c(NS(=O)(=O)c4ccc(C)cc4)cccc3C(=O)N([C@@H](C)CO)C[C@@H]2C)cc1
→ -0.8	3.5	3.2	8.1	1.3	-3.5	7.6	-1.5
O=C(NNC1=Nc2ccccc2SC1)c1ccccc1F
→ 0.1	.	-7.7	-0.8	-1.5	.	0.1	.
CC(C)N1CCC(N2CCN(C3CCCC3)CC2CCO)CC1 (configuration not stated)
→ 0.3	0.1	-3.5	7.0	-2.0	.	3.9	.
CCOC(=O)C(NC(C)=O)C(=O)O (configuration not stated)
→ .	.	-12.6	8.6	1.9	16.2	3.8	-0.5
CCc1csc(N2[C@@H](C#N)[C@@H](c3ccccc3-c3ccc(F)cc3)[C@@H]2CO)n1
→ 0.0	-0.2	-4.5	5.1	-0.6	.	.	.
Cc1nc2cc(C)c(C)cc2o1
→ 0.2	-2.0	-7.9	7.4	-1.2	0.5	-7.0	-3.9
COc1cccc(NC(=O)CN(C)C(=O)c2cc(-c3ccc(F)cc3)nc3ccccc23)c1
→ -0.2	-1.6	-15.6	-32.9	-0.3	4.3	6.5	.
O=C(Nc1ccc2nc(-c3ccccc3)[nH]c2c1)c1cccs1
→ .	-10.4	-6.1	-12.8	-1.0	3.8	0.4	35.3
COc1ccccc1N=Nc1c(C)[nH][nH]c1=O
→ 0.0	-0.3	-17.5	-0.2	0.4	2.6	-2.6	1.9
O=C(Cc1ccc([N+](=O)[O-])cc1)Nc1cccnc1
→ -0.2	-0.4	-15.1	22.4	.	0.9	-2.0	.
O=C1CSc2ccc(S(=O)(=O)N3CCN(c4ccccc4)CC3)cc2N1
→ 0.4	-1.6	-0.2	-4.0	-2.6	8.6	-0.3	-7.3
O=C(C1CCCCC1)N1CC[C@H]2[C@H](CO)Nc3ccc(Br)cc3[C@H]21
→ 0.5	?	5.7	-10.3	2.0	-1.5	5.6	-4.5
C[C@@H]1CCCCO[C@@H](CN(C)C(=O)c2ccncc2)[C@H](C)CN([C@@H](C)CO)C(=O)c2cc(NS(=O)(=O)c3ccc(F)cc3)ccc2O1
→ 0.0	3.0	2.9	2.4	1.6	-3.2	12.9	9.9
C[C@@H]1CN([C@@H](C)CO)C(=O)c2cc(NS(=O)(=O)c3ccc(Cl)cc3)ccc2O[C@H]1CN(C)C(=O)Nc1ccc(C(F)(F)F)cc1
→ -0.7	2.4	.	-9.2	.	.	.	0.6
O=C(C[C@H]1C[C@H]2c3cc(NC(=O)NC4CCCC4)ccc3O[C@H]2[C@H](CO)O1)NCc1cccc(F)c1
→ 0.0	0.3	-5.0	16.4	0.4	-1.3	-3.5	1.6
CCOc1ccccc1Nc1nc2ccc(C)cc2n2cnnc12
→ 0.3	-2.6	-13.5	22.6	-3.2	-5.7	-22.9	11.9
O=C(NCc1n[nH]c(=S)n1-c1cccc(C(F)(F)F)c1)c1ccc(S(=O)(=O)N2CCCCC2)cc1
→ 0.0	3.0	12.9	-0.6	1.0	0.8	2.7	1.6

Complete entries as entered above.
O=C(NNC1=Nc2ccccc2SC1)c1ccccc1F across the screens: Xi reactivation: 0.1; F508del corr: .; RAD52 inh: -7.7; INS-1E GSIS act: -0.8; ERAP1 HTS inh: -1.5; RAD54 branch: .; ARNT-TACC3 inh: 0.1; esBAF inh: .
COc1ccccc1N=Nc1c(C)[nH][nH]c1=O across the screens: Xi reactivation: 0.0; F508del corr: -0.3; RAD52 inh: -17.5; INS-1E GSIS act: -0.2; ERAP1 HTS inh: 0.4; RAD54 branch: 2.6; ARNT-TACC3 inh: -2.6; esBAF inh: 1.9

(continued)
The line under a structure holds: Xi reactivation	F508del corr	RAD52 inh	INS-1E GSIS act	ERAP1 HTS inh	RAD54 branch	ARNT-TACC3 inh	esBAF inh
CN(C(=O)c1nn(C)c2c1CS(=O)(=O)c1ccccc1-2)c1cccc(Cl)c1
→ 0.0	6.4	-12.1	7.7	1.0	7.5	-1.1	11.6
O=C(OCc1c(F)cccc1Cl)c1cc([N+](=O)[O-])ccc1N1CCOCC1
→ -0.6	4.1	-18.9	7.6	-1.6	-4.0	-1.1	-0.6
CC(C)NC(=O)N(C)C[C@@H]1OCCCC[C@@H](C)Oc2ccc(NC(=O)c3ccccc3)cc2C(=O)N([C@@H](C)CO)C[C@@H]1C
→ 0.0	-0.6	7.2	5.9	-1.0	-1.2	-6.6	.
Cc1ccc(Cn2cc(CN3CC(N4CCN(Cc5ccccc5F)CC4)CS3(=O)=O)nn2)cc1 (configuration not stated)
→ 0.1	0.1	-12.1	-7.3	.	.	.	.
O=C(CN1C(=O)NC2(CCCCCC2)C1=O)c1ccc(Cl)s1
→ 0.2	0.6	-17.8	-3.9	-3.0	1.9	-2.4	27.2
COC(=O)c1cc2c(c3c4cc(OC)ccc4n(S(C)(=O)=O)c13)C(=O)N(C)C2
→ 0.2	-0.3	-25.0	.	0.5	.	.	.
CC(C)(C)[C@H]1C=C(C(=O)N2CCN(Cc3ccccc3)CC2)O[C@@H](OCc2ccc(CO)cc2)C1
→ 0.7	2.2&4.6	-15.5&10.0	-26.4	-1.2&-2.8	-1.6	9.7	-4.2
O=C(CCNS(=O)(=O)c1cccc(Cl)c1)OCC(=O)N1CCN(C(=O)c2ccco2)CC1
→ 0.1	-1.0	-21.1	.	-0.7	4.3	7.1	-6.2
O=C1C2CCCN2C(c2ccc(F)cc2)N1c1ccc(Cl)cc1 (configuration not stated)
→ 0.2	2.3	-79.7	7.0	.	-8.3	.	2.2
CC[C@@H](C)[C@H](CN[C@H](CNC)C(C)C)NC[C@@H](C)c1ccc(CC(C)C)cc1
→ 0.0	-1.3	27.4	22.7	2.8	27.3	25.5	-30.5
C[C@@H]1CCCCO[C@@H](CN(C)CC2CCCCC2)[C@H](C)CN([C@H](C)CO)C(=O)c2cc(NC(=O)Nc3ccc(C(F)(F)F)cc3)ccc2O1
→ -0.1	3.8	-8.2	-5.1	-1.2	-2.3	13.6	-47.5
Cc1cn(CC(=O)NCCCn2ccnc2)c(=O)[nH]c1=O
→ -0.1	0.4	-5.5	20.3	.	-8.5	0.1	-5.6
COCCN=c1scc(-c2ccccc2)n1/N=C/c1c[nH]c2ccccc12
→ 0.0	1.4	-15.2	1.3	2.2	.	27.2	.
CC1CN(C(=O)Cn2cc(S(=O)(=O)CC(=O)N(C)c3ccccc3)c3ccccc32)CC(C)O1 (configuration not stated)
→ 0.0	0.5	2.4	9.9	-0.7	3.0	-2.4	.
CO[C@H]1CN(C)C(=O)c2ccc(NC(=O)Nc3ccc(Cl)cc3)cc2OC[C@@H](C)N(C(=O)Nc2c(C)noc2C)C[C@@H]1C
→ 2.2	1.7	-5.5	-23.7	3.0	-4.0	5.2	-3.0
Cc1ccccc1SCC(=O)N/N=C/c1ccc(F)cc1
→ 0.1	-0.4	4.3	4.1	2.5	-4.3	1.0	9.7
CC(C)NC(=O)N(C)C[C@@H]1Oc2ccc(NS(=O)(=O)c3ccccc3)cc2CC(=O)N([C@@H](C)CO)C[C@@H]1C
→ 0.1	-0.9	.	-6.5	.	.	.	3.7
C[C@H](CO)N1C[C@H](C)[C@H](CN(C)Cc2ccc(C(=O)Nc3ccccc3N)cc2)Oc2ccc(NC(=O)C3CCCCC3)cc2CC1=O
→ 0.3	-0.8	6.0	3.1	-0.9	4.7	.	-21.9
Cc1cccc(NC(=O)c2ccc(F)c(S(=O)(=O)N3CCC4(CC3)OCCO4)c2)c1
→ 0.1	1.0	-6.1	-5.6	-0.5	-6.4	-4.6	6.7
Cc1[nH]n(-c2ccccc2)c(=O)c1CCOC(=O)c1cccc(C(F)(F)F)c1
→ .	.	.	-7.7	.	-1.1	-1.5	6.3
Cc1ccc2nc(NC(=O)C3=NN(c4ccccc4)C(=O)CC3)sc2c1
→ 0.0	-0.4	-11.3	1.6	0.5	.	-1.9	.
Cc1ccc(NC(=O)Cn2cc(S(=O)(=O)c3ccccc3)c(=O)c3cc(F)ccc32)cc1
→ 0.2	0.4	-15.7	16.4	.	0.8	.	5.4
CCN1[C@H](C(=O)NC2Cc3ccccc3C2)[C@@H](CO)[C@@H]2Cn3c(ccc(C4=CCCC4)c3=O)[C@@H]21
→ 0.0	-1.0	-27.3	-14.7	-0.5	-12.7	8.4	-1.4
Cc1cc(C)c(OCCNCc2ccccc2)c(C)c1
→ 0.1	0.4	2.7	-21.4	0.9	-15.5	-1.5	-11.2
